DAX1 inh-1: DAX1 (NR0B1) inhibition, primary screen | inhibition, % at 6.8 µM | AID 652010 | HEK293T StAR-luciferase reporter, SF-1/DAX-1 repression relief | 1.1% of 370,000 active;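 active = inhibition above the mean over all tested compounds plus 3 SD, cut at about 3.6% in these data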;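 note: 0% = DAX-1 cells with DMSO and 100% = cells lacking DAX-1 with DMSO; higher inhibition means more luminescence from relief of DAX-1 repression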
NPR2 activator: GC-B (human) receptor activation. HEK293-GC-B cells, CNP EC30, cGMP TR-FRET; 0% at EC30 CNP, 100% saturating CNP. activation, % at 10 µM. 0.11% of 370,000 active;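 active = activation at 10 µM reaching about 35% in either raw or pattern-adjusted values, limit read from the data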
NPR1 activator: GC-A (human) enzyme activation. P16066. HEK293 GC-A cells, cGMP TR-FRET, EC30 ANP; 0% at EC30 ANP, 100% saturating ANP. activation, % at 10 µM. 0.14% of 370,000 active; in the data active = activation above about 40%
HGIII-sPLA2 inh: Blocks human group III sPLA2 activity; Q9NZ20; QFRET BODIPY PC-A2 liposome hydrolysis, fluorescence; inhibition, % at 12.2 µM; 0.56% of 370,000 active; AID 743126;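 active = inhibition above mean plus 3 SD of compounds lying within the high and low control bounds, cut at about 19% in these data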;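 note: 0% = median of test compound wells and 100% = no enzyme DMSO wells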
Target sequence (Q9NZ20 whole entry, looked up): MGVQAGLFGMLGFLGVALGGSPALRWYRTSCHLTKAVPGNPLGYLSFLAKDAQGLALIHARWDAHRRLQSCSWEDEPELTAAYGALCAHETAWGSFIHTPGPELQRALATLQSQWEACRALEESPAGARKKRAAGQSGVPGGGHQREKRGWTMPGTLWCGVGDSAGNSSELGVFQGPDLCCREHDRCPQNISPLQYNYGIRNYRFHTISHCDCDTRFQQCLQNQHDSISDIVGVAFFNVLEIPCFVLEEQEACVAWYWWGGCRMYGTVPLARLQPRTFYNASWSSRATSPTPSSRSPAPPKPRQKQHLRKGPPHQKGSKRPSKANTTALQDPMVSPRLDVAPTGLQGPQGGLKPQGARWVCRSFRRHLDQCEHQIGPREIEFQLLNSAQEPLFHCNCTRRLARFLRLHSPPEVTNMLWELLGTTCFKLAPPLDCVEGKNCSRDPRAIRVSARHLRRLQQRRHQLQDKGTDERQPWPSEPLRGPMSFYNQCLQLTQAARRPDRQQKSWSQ
FXN GAA850 act: activators of GAA850 frataxin (FXN) promoter; activation, % at 6 µM; HEK293 lucGAA850 FXN promoter luciferase reporter, 24 h; percent of 10 µM SAHA response; 0.56% of 360,000 active; AID 540364;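 active = activation above the average of all compounds screened plus 3 SD, cutoff fixed separately per campaign, cut at about 7.5% in these data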;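 note: 0% = DMSO wells and 100% = 10 µM SAHA wells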
ssDAF-12 act: activators of S. stercoralis DAF-12 nuclear receptor | HEK293 ssDAF-12/GRIP1 lit1-tk-luc reporter, luminescence; % of 3 µM dafachronic acid response | activation, % at 6.8 µM | 1% of 370,000 active | AID 652126;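 active = activation above the mean over all tested compounds plus 3 SD, cut at about 0.9% in these data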;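 note: 0% = DMSO-only wells and 100% = 3 µM delta7-dafachronic acid wells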
hgDAF12 agonist: activates the H. glycines DAF-12 receptor ligand-binding domain. HEK293 GAL4-hgDAF12 UAS-luciferase reporter, agonist luminescence; normalized to butyrate control. activation, % at 6.8 µM. 1.8% of 370,000 active. AID 687014;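 active = activation above a cutoff set at the mean of all screened compounds plus 3 SD, cut at about 10% in these data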;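 note: 0% = DMSO wells and 100% = sodium butyrate wells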
proKLK7 act: activators of human kallikrein-7 zymogen; AID 652039; purified proKLK7, EDANS-DABCYL substrate fluorescence; 100% is mature enzyme control, 0% vehicle; activation, % at 7 µM; P49862; 0.9% of 370,000 active;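 active = activation above the mean of all tested compounds plus 3 SD, computed per campaign excluding outliers beyond control limits, cut at about 13% in these data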
Target sequence (P49862 whole entry, looked up): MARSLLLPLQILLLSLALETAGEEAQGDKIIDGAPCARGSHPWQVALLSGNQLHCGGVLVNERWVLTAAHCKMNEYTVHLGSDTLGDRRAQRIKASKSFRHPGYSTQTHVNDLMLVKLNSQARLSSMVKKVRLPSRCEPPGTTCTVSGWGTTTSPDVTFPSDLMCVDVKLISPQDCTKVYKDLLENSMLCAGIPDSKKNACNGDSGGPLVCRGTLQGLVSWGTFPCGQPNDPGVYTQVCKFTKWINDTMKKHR
hcDAF12 agonist: H. contortus DAF-12 activation, primary screen. 1.4% of 370,000 active. activation, % at 6.8 µM. HEK293 hcDAF-12 lit1-tk-luc reporter, luminescence; 0% DMSO, 100% Δ7-dafachronic acid;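 active = activation above the mean of all tested compounds plus 3 SD, cut at about 5.5% in these data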;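 note: 100% = response to 3 µM Δ7-dafachronic acid high control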
DAX1 inh-2: inhibits human nuclear receptor DAX1; P51843; HEK293 Gal4-DAX1 luciferase reporter, luminescence; inhibition, % at 6.75 µM; 0.99% of 340,000 active; AID 504766;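 active = inhibition above the mean over all tested compounds plus 3 SD, cut at about 4.2% in these data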;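 note: 0% = DAX1-transfected cells with DMSO and 100% = empty-vector control cells with DMSO; inhibition shows as a rise in luminescence from relieved DAX1 repression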
Target sequence (P51843 207-470 limits assumed): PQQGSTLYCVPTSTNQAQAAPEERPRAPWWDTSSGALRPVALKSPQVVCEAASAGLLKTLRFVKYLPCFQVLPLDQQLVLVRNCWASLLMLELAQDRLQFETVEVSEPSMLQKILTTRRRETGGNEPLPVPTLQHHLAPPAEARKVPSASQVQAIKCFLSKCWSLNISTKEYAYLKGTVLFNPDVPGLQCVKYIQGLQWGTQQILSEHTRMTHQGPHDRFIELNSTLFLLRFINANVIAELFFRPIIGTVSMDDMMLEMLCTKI
SMARCA2 activ: increases SMARCA2 function in MMTV reporter cells | AID 652017 | activation, % at 9.1 µM | 1% of 370,000 active | MG213 cells, MMTV-luciferase reporter, dexamethasone, overnight; in the data active = activation above about 7.8%;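 note: 0% = vehicle wells and 100% = reference activator wells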
Numbers without * were called inactive; · = not tested or not shown.

canonical_smiles	DAX1 inh-1	NPR2 activator	NPR1 activator	HGIII-sPLA2 inh	FXN GAA850 act	ssDAF-12 act	hgDAF12 agonist	proKLK7 act	hcDAF12 agonist	DAX1 inh-2	SMARCA2 activ
COc1cccc(CN(C)C(=O)C(CCSC)NS(=O)(=O)c2ccc3c(c2)OCCO3)c1OC (stereo unspecified)	-6.8	8	-2	-6	-6.4	-1.7	-5.1	0.6	-1.6	-3.5	-1
CS(=O)(=O)Cc1ccc(C(=O)NC2CCSc3ccccc32)cc1 (stereo unspecified)	0.1	2	-6	-6	0.1	-1.1	0.6	-0.4	-0.5	-0.5	0
O=C(c1cnc(N2CCN(c3ncccn3)CC2)c2ccccc12)N1CCN(c2ccccn2)CC1	-2.2	1	2	2	0.7	-1.7	-6.0	0.6	-2.8	-1.3	-4
COc1ccc(CN(C2CCCC2)S(=O)(=O)c2cc(Br)ccc2Br)c(OC)c1	-1.2	-2	-2	0	·	-1.0	-0.5	-0.5	-2.2	·	-3
CO/N=C/CC(=O)c1ccc([N+](=O)[O-])c(CS(=O)(=O)c2ccc(Cl)cc2)c1	0.1	-1	-3	-7	0.4	-1.3	0.1	-0.5	-3.2	0.6	1
c1ccc(C2COC(c3cccs3)=N2)cc1 (stereo unspecified)	0.0	-1	1	3	3.0	-1.2	2.0	0.7	0.6	-0.3	1
Cn1c(Cn2c(=O)sc3ccccc32)nnc1SCC(=O)NCc1ccc2c(c1)OCO2	-0.6	5	-2	5	-0.9	-0.7	2.9	0.0	0.2	0.2	-1
Cc1c(NC(=O)C(C)Sc2nc(N)cc(=O)[nH]2)c(=O)n(-c2ccccc2)n1C (stereo unspecified)	1.1	14	0	-10	0.3	-1.1	0.0	0.1	0.3	0.9	-4

Just hgDAF12 agonist, NPR2 activator and FXN GAA850 act, for 2 of the compounds above:
molecule,hgDAF12 agonist,NPR2 activator,FXN GAA850 act
CS(=O)(=O)Cc1ccc(C(=O)NC2CCSc3ccccc32)cc1 (stereo unspecified),0.6,2,0.1
O=C(c1cnc(N2CCN(c3ncccn3)CC2)c2ccccc12)N1CCN(c2ccccn2)CC1,-6.0,1,0.7

Remaining list, next part
canonical_smiles	DAX1 inh-1	NPR2 activator	NPR1 activator	HGIII-sPLA2 inh	FXN GAA850 act	ssDAF-12 act	hgDAF12 agonist	proKLK7 act	hcDAF12 agonist	DAX1 inh-2	SMARCA2 activ
COc1ccc(CN2CCC(=O)N(CCO)CC2)cc1OC	0.0	1	2	3	0.1	-0.3	3.5	1.2	-0.7	0.6	0
C=CCNc1nnc(Cc2ccc(F)cc2)c(=O)[nH]1	0.7	4	4	3	1.0	-0.9	4.3	0.2	-1.4	1.0	-2
CC(C)c1nc2cc(C(=O)NC(C)c3cnn(C)c3)ccc2o1 (stereo unspecified)	0.0	1	0	0	3.0	-0.1	1.2	-0.3	-1.7	-0.9	-3
C=CCNC(=S)/N=c1/ccccn1C	-0.1	2	4	1	2.6	-1.2	-1.6	1.0	-1.2	0.1	-7
CS(=O)(=O)N(Cc1ccc(C(=O)NCCSCc2ccco2)cc1)c1ccccc1	-0.8	10	3	-12	-2.0	-1.0	-2.4	0.3	-2.0	-1.4	-2
O=C(N/N=C/c1cccc2ccccc12)c1cccc(F)c1	5.1*	-4	-6	-7	3.3	-0.3	7.9	0.6	3.0	0.5	4
Cc1sc2nc(SCC(=O)C(C)(C)C)n(Cc3ccco3)c(=O)c2c1C	0.9	-15	-18	0	-2.5	-1.1	-2.2	-1.2	-0.7	0.2	-3
COc1ccc(C(=O)N2CCCN(C)CC2)cc1S(=O)(=O)N1CCCc2ccccc21	0.6	3	2	-6	-1.3	0.1	5.3	0.1	0.3	0.1	-1
Cc1ccc(C(=O)OCC(=O)NNC(=O)c2ccccc2)c(O)c1	-0.2	-3	2	-1	-1.3	-1.0	0.1	6.2	-0.6	1.6	0
COc1ccc(CCNC(=O)C(CC(C)C)NC(N)=O)cc1 (stereo unspecified)	0.6	1	-2	-3	2.1	-0.9	0.1	-0.5	0.7	0.3	-4
COc1cccc(-c2cc(C(=O)Nc3cc(C)nn3-c3ccccc3)no2)c1	-0.6	-10	-1	-2	0.4	-0.9	-2.7	0.6	-0.8	0.5	-2
O=C(Cn1[nH]c(=O)c2ccccc2c1=O)Nc1cccc(S(=O)(=O)N2CCCCCC2)c1	0.6	3	-2	-6	1.1	-2.1	3.9	0.3	-1.3	-1.4	-4
Cc1nc2ccc(Cl)cc2c(-c2ccccc2Cl)c1CC(=O)O	0.1	-3	-2	-6	0.4	0.1	-0.8	0.0	-0.1	0.5	-4
O=Nc1ccc(NOC(=O)c2ccccc2)cc1	-0.9	-2	-2	-45	2.6	-1.8	-2.7	-0.1	-0.9	-0.1	1
Cc1ccccc1S(=O)(=O)N1CCCc2nc(-c3ccccc3)ccc21	0.3	0	3	-8	·	-1.2	1.0	0.7	-2.2	·	-6
O=S(=O)(c1ccc(N2CC=C(c3ccccc3)CC2)nc1)N1CCCC1	-1.6	-1	13	-10	-2.6	-2.4	1.7	0.6	-2.1	-0.9	-3
CC(C)CN(C(=O)c1cc(Cl)nc2ccccc12)C1CCS(=O)(=O)C1 (stereo unspecified)	-0.2	3	-2	0	0.4	-0.8	2.1	0.2	1.2	1.1	-2
O=C(OCC(=O)N1CCCc2ccccc21)C1CCN(S(=O)(=O)c2cccs2)CC1	-0.2	2	2	-12	-0.3	-1.1	-1.2	-0.3	0.3	-0.2	3
N/C(=N\OC(=O)c1cccc(Br)c1)c1ccc([N+](=O)[O-])cc1	-0.4	-2	4	3	-0.2	-1.4	-1.9	0.8	-0.8	1.2	-1
C/C=C/C(=O)Nc1nnc(C(C)C)s1	-0.5	1	4	9	1.8	0.0	1.2	0.0	-0.7	-0.3	3
Cc1ccc(CNC(=O)[C@H](C)NC(=O)C2CCN(C(=O)[C@@H](N)CC(C)C)CC2)cc1	0.2	5	3	20*	1.8	-1.2	2.9	0.5	-1.3	1.9	0
O=C(CSC1=NCCS1)Nc1cccc(F)c1	-0.7	-3	1	7	3.9	-1.1	-2.4	-0.2	-1.0	0.4	-5
O=C(O)c1c(F)c(F)c(F)c(F)c1-c1ccc(Cl)cc1	0.6	4	3	0	1.8	-0.8	1.0	-0.6	4.2	-0.6	4
Cn1c(CNC(=O)C2CCCCC2)cc2cc(Cl)ccc21	0.0	-6	-3	4	0.7	-1.3	-2.8	-0.1	-1.4	-0.9	-2
O=C(N/N=C/c1cc([N+](=O)[O-])ccc1O)C1CC1	0.2	-3	0	5	-0.4	-1.5	-1.6	0.0	-2.0	1.8	-2
COC(C(=O)N/N=C/c1ccc(OCC(=O)N2CCOCC2)cc1)c1ccccc1 (stereo unspecified)	0.0	5	3	8	1.2	-1.0	0.2	-0.2	-1.3	0.1	-2
CCC(CC)C(=O)N(C)c1c(C)nc2c(OCc3ccc(Cl)cc3)cccn12	-1.1	4	-1	-3	-2.8	-1.3	4.8	0.2	-2.0	·	0
CCOc1ccc(OCC)c(NC(=O)C2CCN(S(=O)(=O)c3cccnc3)CC2)c1	0.1	1	-1	3	-0.1	-1.6	1.3	-0.3	-1.1	-0.6	0
CCCn1c(N)c(N(CCOC)C(=O)CCC2CCCCC2)c(=O)[nH]c1=O	-1.2	3	-1	0	0.9	-0.2	-1.9	0.2	0.2	-0.5	1
O=C(N/N=C/c1ccccn1)c1cccs1	0.3	-3	6	3	5.3	1.5*	9.2	-1.0	4.2	3.9	0
CCN(CC)C(=O)Cn1cc(SCC(=O)NCc2ccco2)c2ccccc21	0.2	8	-2	3	-0.3	-2.2	1.2	0.0	1.2	-1.4	-7
CC1(C(=O)NS(=O)(=O)c2ccccc2Cl)CCN1C(=O)Cc1ccc(Cl)cc1Cl (stereo unspecified)	1.0	-3	1	-7	0.3	-0.7	-2.1	0.3	0.3	·	-2

For convenience, 9 of the compounds above.
canonical_smiles	DAX1 inh-1	NPR2 activator	NPR1 activator	HGIII-sPLA2 inh	FXN GAA850 act	ssDAF-12 act	hgDAF12 agonist	proKLK7 act	hcDAF12 agonist	DAX1 inh-2	SMARCA2 activ
Cc1ccc(CNC(=O)[C@H](C)NC(=O)C2CCN(C(=O)[C@@H](N)CC(C)C)CC2)cc1	0.2	5	3	20*	1.8	-1.2	2.9	0.5	-1.3	1.9	0
O=C(CSC1=NCCS1)Nc1cccc(F)c1	-0.7	-3	1	7	3.9	-1.1	-2.4	-0.2	-1.0	0.4	-5
O=C(O)c1c(F)c(F)c(F)c(F)c1-c1ccc(Cl)cc1	0.6	4	3	0	1.8	-0.8	1.0	-0.6	4.2	-0.6	4
Cn1c(CNC(=O)C2CCCCC2)cc2cc(Cl)ccc21	0.0	-6	-3	4	0.7	-1.3	-2.8	-0.1	-1.4	-0.9	-2
O=C(N/N=C/c1cc([N+](=O)[O-])ccc1O)C1CC1	0.2	-3	0	5	-0.4	-1.5	-1.6	0.0	-2.0	1.8	-2
COC(C(=O)N/N=C/c1ccc(OCC(=O)N2CCOCC2)cc1)c1ccccc1 (stereo unspecified)	0.0	5	3	8	1.2	-1.0	0.2	-0.2	-1.3	0.1	-2
CCC(CC)C(=O)N(C)c1c(C)nc2c(OCc3ccc(Cl)cc3)cccn12	-1.1	4	-1	-3	-2.8	-1.3	4.8	0.2	-2.0	·	0
CCOc1ccc(OCC)c(NC(=O)C2CCN(S(=O)(=O)c3cccnc3)CC2)c1	0.1	1	-1	3	-0.1	-1.6	1.3	-0.3	-1.1	-0.6	0
CCCn1c(N)c(N(CCOC)C(=O)CCC2CCCCC2)c(=O)[nH]c1=O	-1.2	3	-1	0	0.9	-0.2	-1.9	0.2	0.2	-0.5	1

Following part.
canonical_smiles	DAX1 inh-1	NPR2 activator	NPR1 activator	HGIII-sPLA2 inh	FXN GAA850 act	ssDAF-12 act	hgDAF12 agonist	proKLK7 act	hcDAF12 agonist	DAX1 inh-2	SMARCA2 activ
Cc1cc(-c2ccc(C(C)C)c(S(=O)(=O)NCCN3CCC(C)CC3)c2)on1	-0.1	1	-2	-20	-0.6	-1.6	3.3	0.5	-2.5	0.5	-1
COc1cc(-c2nc(S(=O)(=O)c3ccccc3)c(N3CCOCC3)o2)cc(OC)c1OC	0.1	1	3	6	6.9	-1.6	-1.6	0.2	-0.5	3.0	1
Cc1cccc(NC(=O)CSCC(=O)Nc2ccccc2N2CCCC2)c1	0.7	-1	-7	-6	0.4	-0.5	-0.7	0.0	2.1	0.3	-4
Fc1cccc(Cc2noc(CN3CCCN(C4Cc5ccccc5C4)CC3)n2)c1	0.6	-5	-2	-2	-0.1	0.0	1.7	0.2	4.0	0.0	0
CCn1c(N)cc(=O)[nH]c1=S	0.0	-3	5	1	-2.5	-1.0	-0.9	-0.5	1.0	0.4	-2
CCOc1ccc(S(=O)(=O)NC2CCCC2)cc1	1.1	3	1	-3	0.5	-1.2	-1.7	0.7	-0.1	1.2	-1
COCCn1c(SCCOc2ccccc2)nc2ccccc2c1=O	-2.1	2	0	6	2.3	-2.0	-2.0	0.6	-2.5	0.1	-6
